# High-throughput results as filed in PubChem BioAssay.
# DSG3 Ab inh: inhibitors of pemphigus antibody binding to human desmoglein-3; P32926; DSG3-coupled beads, scFv-anti-DSG3-GFP binding, flow cytometry; stronger effect = lower value; binding (percent of control), % at 10 µM; hit rate 0.48% among 310,000;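 active means binding more than 3 SD below its plate's average and above zero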; further: some compounds called inactive have numbers as strong as hits
# Arrestin-AP2 inh: human beta-arrestin and AP2 interaction inhibition | FITC-arrestin peptide / GST-AP2 beads, flow cytometry; AP2 beta2 appendage carries R879A mutation | inhibition, % at 10 µM | hit rate 0.31% among 340,000 | AID 504490;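 active means inhibition above a set limit, near 3 SD of compounds lacking own fluorescence, cut at about 54% in these data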;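 further: plate controls were DMSO wells for no effect and 5 µM unlabelled arrestin peptide for full effect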
#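 Assay system: GST-AP2 R879A bound to glutathione beads, E. coli-expressed; Medium: PBS with 0.05% Tween 20 and 0.1% BSA; Also added: fluorescein-tagged arrestin peptide at 50 nM final; Timing: 12 min plus 1 h, RT; Measured by: flow cytometry, FL1 (488/535 nm); Evaluation: percent drop in bead-associated FITC signal.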
# MOR-DOR ag: agonists of human mu-delta opioid receptor heterodimerization | P35372+P41143 | cells, OPRM1-OPRD1 heterodimerization, luminescence | activation, % at 9.3 µM | hit rate 0.3% among 340,000 | AID 504326; in the data active means activation above about 18%;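 further: 0% = vehicle-treated cells and 100% = reference agonist; values of inactives mirror those of a sister screen read the other way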
# Target sequence (P35372 whole entry, looked up): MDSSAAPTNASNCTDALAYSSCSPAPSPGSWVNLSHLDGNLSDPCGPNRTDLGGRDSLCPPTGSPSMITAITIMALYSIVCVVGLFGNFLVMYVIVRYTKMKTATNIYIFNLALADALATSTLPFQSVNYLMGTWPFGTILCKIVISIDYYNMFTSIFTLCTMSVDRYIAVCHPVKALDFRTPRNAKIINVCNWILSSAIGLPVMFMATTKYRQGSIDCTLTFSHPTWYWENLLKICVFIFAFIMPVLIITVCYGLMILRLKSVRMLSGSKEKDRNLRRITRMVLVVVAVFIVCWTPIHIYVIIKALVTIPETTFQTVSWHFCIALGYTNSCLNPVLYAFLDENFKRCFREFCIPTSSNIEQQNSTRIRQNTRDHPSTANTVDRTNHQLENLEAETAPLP
# Target sequence (P41143 whole entry, looked up): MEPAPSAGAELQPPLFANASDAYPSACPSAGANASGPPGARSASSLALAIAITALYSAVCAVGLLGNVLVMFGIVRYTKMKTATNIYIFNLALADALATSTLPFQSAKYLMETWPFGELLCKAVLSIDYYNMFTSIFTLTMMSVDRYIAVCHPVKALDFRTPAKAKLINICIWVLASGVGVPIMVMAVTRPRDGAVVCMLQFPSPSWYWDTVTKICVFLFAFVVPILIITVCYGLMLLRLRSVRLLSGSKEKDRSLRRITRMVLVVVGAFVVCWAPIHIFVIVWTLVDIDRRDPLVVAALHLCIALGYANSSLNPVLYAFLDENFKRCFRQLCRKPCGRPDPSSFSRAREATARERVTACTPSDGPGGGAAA
# Tat export inh: inhibitors of E. coli Tat protein transport | E. coli MC4100 TorA-mCherry Tat export, fluorescence | inhibition, % at 10 µM | hit rate 0.036% among 340,000 | AID 488895;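 active means mean replicate inhibition at least 50% and at least half of replicates individually reaching 50%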;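 further: exported cargo escapes ClpAP degradation while cytoplasmic cargo is degraded and loses fluorescence; 0% = median of neutral control wells and 100% = median of NaSCN control wells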
# AddAB inh: less growth of phage-infected E. coli with AddAB | E. coli expressing H. pylori AddAB, absorbance growth | AID 435030 | hit rate 0.29% among 330,000 | inhibition, % at 11.9 µM; in the data active means inhibition above about 12%;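 further: 0% = vehicle wells of infected cells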
# Mot1-301 SUMO: blocks SUMOylation pathway, rescuing yeast Mot1-301 growth; S. cerevisiae Mot1-301 growth rescue, ATP luminescence, 38.5C; percent above DMSO median, 100 means doubled; growth rescue, % at 18.8 µM; hit rate 1% among 320,000;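 active means every valid replicate shows activation above 250% relative to neutral control wells; inactive means the rest, any valid replicate at or below 250%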;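 further: OY570 slx delta 5 strain wells were the positive control but not used for scaling; some compounds called inactive have numbers as strong as hits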
# OPRM1-OPRD1 inv: inverse agonist of human OPRM1-OPRD1 heterodimerization. P35372+P41143. inhibition, % at 9.3 µM. hit rate 0.21% among 340,000. cell-based MOR-DOR heterodimer luminescence, inverse agonism. AID 504357; in the data active means inhibition above about 22%, passing the limit was not always enough;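 further: 0% = cells with DMSO and 100% = wells without cells with DMSO; values of inactives mirror those of a sister screen read the other way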
# PfHsp90 yeast 2: reduces growth (ATP signal) of yeast expressing P. falciparum Hsp90; S. cerevisiae expressing PfHsp90, BacTiter-Glo ATP, 48 h; yeast lacking PDR1 and PDR3 efflux regulators; inhibition, % at 9.4 µM; hit rate 0.32% among 310,000;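 active means every replicate shows inhibition above about 80%, whatever the replicate mean, limit read from the data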;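 further: 0% = DMSO neutral controls and 100% = 20 µM radicicol positive controls; yeast relying on Plasmodium falciparum Hsp90 in place of its own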
# phage Ecoli inh: E. coli growth loss with phage present | growth absorbance | inhibition, % at 11.9 µM | hit rate 0.26% among 360,000; in the data active means inhibition above about 11%
# PKA-R1A activ: activators of PKA-R1A complex. P00514+P68181. PKA-R1A dissociation, Cy5-IP20 fluorescence polarization; scaled: DMSO 0%, 113 µM cGMP 100%. activation, % at 11.4 µM. hit rate 0.083% among 340,000;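 active means percent activation above the mean of all tested compounds plus 3 SD, cut at about 19% in these data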;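 further: higher means more PKAc released from R1A so a rise in polarization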
# Ecoli viability: bacterial growth inhibition, counter-screen for AddAB inhibitors; E. coli V3065 growth, OD600 absorbance, 18 h; hit rate 0.27% among 330,000; inhibition, % at 11.9 µM; AID 449728;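 active means inhibition above the campaign's mean inhibition across all tested compounds plus 3 SD, cut at about 9.9% in these data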;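 further: uninfected addAB+ strain grown without phage in ampicillin broth; 0% = DMSO wells and 100% = ciprofloxacin 0.95 µg/ml wells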
# An asterisk follows results filed as active; . = not tested or not shown. Random draw from the library. About 2.8% of those tested had a hit in this group.
1. O=C(c1cc(COc2ccc(F)cc2Cl)on1)N1CCCCCC1
2. CCCCCc1cc(=O)oc2c(C(CCN3CCCC(C)C3)c3ccc4c(c3)OCO4)c(OC)cc(OC)c12 (stereo not drawn)
3. CCOC(=O)[C@@H]1[C@H]2COc3cc(OC)ccc3[C@@H]2N2C(=O)N(c3ccc(F)cc3)C(=O)[C@@]12C
4. Cc1ccc(-c2csc3nc(C)n(-n4c(C)ccc4C)c(=O)c23)o1
5. O=C(Cc1ccc(F)cc1)c1ccc(O)cc1O
6. CN(C)C(/C=C/Nc1ccc(O)cc1)=C(C#N)C#N
7. O=C(CCN1C(=O)C2C3CCC(C3)C2C1=O)Nc1cccc(Cl)c1 (stereo not drawn)
8. CCOCc1cnc(C)nc1NCC(=O)c1c(C)n(C)c2ccc(OC)cc12

entry no.	1	2	3	4	5	6	7	8
PKA-R1A activ	-11	11	-6	-16	2	12	-4	4
Mot1-301 SUMO	.	-3	12	-4	-1	-26	1	.
phage Ecoli inh	2.7	1.6	2.5	2.3	2.5	3.7	1.9	1.0
Arrestin-AP2 inh	29	3	-4	2	9	39	4	11
DSG3 Ab inh	.	107	108	109	100	100	100	99
Ecoli viability	-1.0	-0.9	0.3	-0.2	-4.6	-1.0	-1.6	.
Tat export inh	-3	4	-7	3	4	0	-7	-1
AddAB inh	2.9	1.5	2.6	0.1	-0.1	3.8	2.3	.
PfHsp90 yeast 2	-13	11	22	-6	18	21	-5	-10
MOR-DOR ag	2.8	-2.1	-0.7	3.4	-2.4	-0.1	-0.7	-3.1
OPRM1-OPRD1 inv	-15	11	4	-19	13	1	5	14

9. CCn1c2ccc(/C(C)=N\O)cc2c2cc(/C(C)=N\O)ccc21
10. CC(C)c1cc(NCCOCCO)n2c(nc3ccccc32)c1C#N
11. COC(=O)/C(=C1/Oc2ccc(C)cc2S1)C(F)(F)F
12. CC(=O)c1cccc(NCC(=O)N2CCN(S(=O)(=O)c3ccccc3)CC2)c1
13. COc1ccc(NS(=O)(=O)c2ccc(C)c(C(=O)NCC(c3ccco3)N(C)C)c2)cc1 (stereo not drawn)
14. CN1CCN(c2oc(Cc3cccc4ccccc34)nc2C#N)CC1
15. O=c1c2cccnc2[nH]c(=S)n1CCCN1CCN(c2ccc(F)cc2)CC1
16. CCC1CCCCN1CCCNC(=O)c1ccc(CS(=O)(=O)Cc2ccc(Cl)cc2)o1 (stereo not drawn)

entry no.	9	10	11	12	13	14	15	16
PKA-R1A activ	7	-11	-1	-8	-1	-9	-2	0
Mot1-301 SUMO	-10	89	-14	1	-22	-26	-13	100
phage Ecoli inh	3.8	4.2	3.6	0.1	2.0	0.4	0.1	1.7
Arrestin-AP2 inh	8	1	6	-4	23	-2	8	2
DSG3 Ab inh	106	94	104	.	103	92	.	104
Ecoli viability	-1.1	-0.4	-0.5	-3.0	1.9	1.3	0.6	1.6
Tat export inh	-7	-10	-1	3	-10	6	5	-2
AddAB inh	2.0	-1.2	-0.2	-1.6	1.2	4.1	2.3	3.0
PfHsp90 yeast 2	2	-10	-4	-9	2	3	-17	-5
MOR-DOR ag	-1.4	-3.3	3.3	0.8	0.8	-0.9	-2.4	0.1
OPRM1-OPRD1 inv	6	17	-23	-3	-6	4	12	-1

# Ordered by formula weight (low to high): part of the list above.
14. CN1CCN(c2oc(Cc3cccc4ccccc34)nc2C#N)CC1
10. CC(C)c1cc(NCCOCCO)n2c(nc3ccccc32)c1C#N
8. CCOCc1cnc(C)nc1NCC(=O)c1c(C)n(C)c2ccc(OC)cc12
15. O=c1c2cccnc2[nH]c(=S)n1CCCN1CCN(c2ccc(F)cc2)CC1
12. CC(=O)c1cccc(NCC(=O)N2CCN(S(=O)(=O)c3ccccc3)CC2)c1
13. COc1ccc(NS(=O)(=O)c2ccc(C)c(C(=O)NCC(c3ccco3)N(C)C)c2)cc1 (stereo not drawn)
16. CCC1CCCCN1CCCNC(=O)c1ccc(CS(=O)(=O)Cc2ccc(Cl)cc2)o1 (stereo not drawn)

entry no.	14	10	8	15	12	13	16
PKA-R1A activ	-9	-11	4	-2	-8	-1	0
Mot1-301 SUMO	-26	89	.	-13	1	-22	100
phage Ecoli inh	0.4	4.2	1.0	0.1	0.1	2.0	1.7
Arrestin-AP2 inh	-2	1	11	8	-4	23	2
DSG3 Ab inh	92	94	99	.	.	103	104
Ecoli viability	1.3	-0.4	.	0.6	-3.0	1.9	1.6
Tat export inh	6	-10	-1	5	3	-10	-2
AddAB inh	4.1	-1.2	.	2.3	-1.6	1.2	3.0
PfHsp90 yeast 2	3	-10	-10	-17	-9	2	-5
MOR-DOR ag	-0.9	-3.3	-3.1	-2.4	0.8	0.8	0.1
OPRM1-OPRD1 inv	4	17	14	12	-3	-6	-1

# Continued:
17. CCN(CC(=O)NC(C)(C)C)C(=O)C(c1ccccc1)c1ccccc1
18. Cc1ccc(C)c(OCc2cc(C(=O)N3CCC(N4CCCC(O)C4)CC3)no2)c1 (stereo not drawn)
19. CC(C)C(CCNC(=O)CN1C(=O)c2ccccc2C1=O)c1ccco1 (stereo not drawn)
20. CCN(CC)Cc1c(C(=O)N2CCc3ccccc3C2)nc2ccc(Cl)cn12

entry no.	17	18	19	20
PKA-R1A activ	-1	0	2	-8
Mot1-301 SUMO	140	-5	0	108
phage Ecoli inh	2.0	0.3	3.7	3.5
Arrestin-AP2 inh	9	2	8	9
DSG3 Ab inh	83	102	.	100
Ecoli viability	0.7	0.1	-2.0	0.5
Tat export inh	0	-1	-2	-6
AddAB inh	5.8	0.0	2.3	2.0
PfHsp90 yeast 2	0	-9	-10	-45
MOR-DOR ag	-0.1	-1.1	-2.4	-2.3
OPRM1-OPRD1 inv	1	5	12	13
